From PubChem
Growth percent in the NCI-60 one-dose screen (48 h, 10 µM unless noted): 100 = growth as untreated, 0 = no growth, -100 = all killed.
UACC-257: UACC-257 melanoma; hit rate 4.4% among 78,000
LOX IMVI: LOX IMVI melanoma | hit rate 7.4% among 79,000 | AID 1794757
MALME-3M: MALME-3M melanoma. hit rate 5.8% among 78,000. AID 1794766
T-47D: T-47D breast cancer. hit rate 5% among 79,000. AID 1794792
HS 578T: HS 578T breast cancer | hit rate 4.1% among 78,000
UACC-62: UACC-62 melanoma; hit rate 5.4% among 81,000; AID 1794756
BT-549: BT-549 breast cancer. hit rate 4.4% among 78,000
SK-MEL-2: SK-MEL-2 melanoma. hit rate 4.7% among 77,000
The depositor's hits bear a star; x = not tested or not shown. The calls were made as follows: active = growth percent below 10; inactive = the rest. Compounds as they come; overall some 11% were active at least once.

| item | SMILES | UACC-257 | LOX IMVI | MALME-3M | T-47D | HS 578T | UACC-62 | BT-549 | SK-MEL-2 |
| --- | --- | --- | --- | --- | --- | --- | --- | --- | --- |
| 1 | CC(C)[C@H](NC(=O)c1cc2ccccc2[nH]1)C(=O)Nc1nccs1 | 105 | 89 | 98 | 89 | 105 | 92 | 94 | 106 |
| 2 | c1ccc(Nc2nnc(-c3cc(-c4cccnc4)n(-c4ccccc4)n3)s2)cc1 | 139 | 70 | 83 | 51 | 119 | 84 | 86 | 97 |
| 3 | Cc1[nH]ncc1[N+](=O)[O-] | 96 | 98 | 93 | x | 83 | 99 | 100 | 107 |
| 4 | Oc1ccc(-c2ccc3c(c2)ncn3-c2ccncc2)cc1 | 99 | 96 | 93 | 89 | 102 | 66 | 85 | 116 |
| 5 | CC1(CNC(=O)C(=O)NCC2(C)CO2)CO1 (configuration not stated) | 94 | 74 | 106 | 92 | 124 | 76 | 92 | 92 |
| 6 | C[C@H]1C=C(C[C@@H](O)CC#CC#CCCCCC[C@@H](O)[C@H]2CCC(=O)O2)C(=O)O1 | 92 | 93 | 105 | 93 | 117 | 95 | 112 | 118 |
| 7 | O=C(Nc1nc(-c2ccc(Cl)cc2)cc(-c2ccc(Cl)cc2)n1)c1cccnc1 | 112 | 100 | 124 | 85 | 97 | 76 | 120 | 104 |
| 8 | COC(=O)c1ccc2c(c1)C(=O)N(Cc1ccc(S(N)(=O)=O)cc1)C2=O | 91 | 98 | 98 | 91 | 97 | 100 | 105 | 96 |
| 9 | N#CCCCCCn1c2ccccc2c2c3c(c4c5ccccc5n(CCCCCC#N)c4c21)C(=O)N(O)C3=O | x | 24 | 77 | 76 | 93 | x | 75 | 85 |
| 10 | O=S(=O)(OCCCCCCCCCOS(=O)(=O)c1ccc(F)cc1)c1ccc(F)cc1 | 91 | 91 | 91 | 71 | 89 | 85 | 101 | 92 |
| 11 | COc1ccc(C2C=C(C)N=C3SC(C)=CN32)cc1OC (configuration not stated) | 102 | 99 | 99 | 107 | 98 | 93 | 99 | 109 |
| 12 | Cc1ccccc1C(=O)Oc1cc(Cl)c(Cl)cc1Cl | x | 97 | 107 | 90 | 100 | x | x | 107 |
| 13 | CCN(CC)S(=O)(=O)c1cccc([N+](=O)[O-])c1 | 67 | 98 | 99 | x | 98 | 102 | 79 | 93 |
| 14 | COCCCNC1=C(C#N)C(=O)NC2(CCCC2)S1 | 99 | 97 | 108 | 98 | 107 | 110 | 105 | 105 |
| 15 | Cc1ccc(N)cc1F | x | 88 | 94 | 184 | 86 | 96 | 116 | 97 |
| 16 | CCOc1cc(/C=C/C(=O)CC(=O)/C=C/c2ccc(OC(=O)CNCCN(CC)CC)c(OCC)c2)ccc1OC(=O)CNCCN(CC)CC | 24 | -82* | -40* | 37 | 1.5* | -71* | -77* | 4.4* |
| 17 | COc1ccc2oc(=O)cc(C3NNC(=S)N3)c2c1 (configuration not stated) | 104 | 96 | 103 | 91 | 88 | 94 | 91 | 110 |
| 18 | Cc1nc2ccccc2n1CC1C(=O)NC(=S)NC1=O | 99 | 97 | 104 | 99 | 101 | 101 | 110 | 105 |
| 19 | CCC1(C)NCCO1 (configuration not stated) | 104 | 91 | 119 | x | 141 | 105 | 110 | 114 |
| 20 | O=C(COc1ccc(NC(=O)Nc2ccc(Cl)cc2)cc1)N=Nc1c(O)[nH]c2ccc([N+](=O)[O-])cc12 | 75 | 14 | 12 | 7.7* | 14 | 11 | 22 | -16* |

Retrieved by compound from the entries so far:
| item | SMILES | UACC-257 | LOX IMVI | MALME-3M | T-47D | HS 578T | UACC-62 | BT-549 | SK-MEL-2 |
| --- | --- | --- | --- | --- | --- | --- | --- | --- | --- |
| 15 | Cc1ccc(N)cc1F | x | 88 | 94 | 184 | 86 | 96 | 116 | 97 |
| 17 | COc1ccc2oc(=O)cc(C3NNC(=S)N3)c2c1 (configuration not stated) | 104 | 96 | 103 | 91 | 88 | 94 | 91 | 110 |

More structures follow:
| item | SMILES | UACC-257 | LOX IMVI | MALME-3M | T-47D | HS 578T | UACC-62 | BT-549 | SK-MEL-2 |
| --- | --- | --- | --- | --- | --- | --- | --- | --- | --- |
| 21 | O=C(Nc1ccc(Cl)cc1)c1ccc(Cl)cc1 | 90 | 95 | 98 | 70 | 107 | 92 | 103 | 95 |
| 22 | O=C1[C@H]2Cc3c([nH]c4ccccc34)[C@H](c3ccc(Br)cc3)N2C(=O)CN1C1CCN(Cc2c(F)cccc2F)CC1 | 93 | 99 | 93 | 73 | 72 | 73 | 117 | 102 |
| 23 | Cc1nn(-c2ccc(Br)cc2)c2nc(CCl)[nH]c(=O)c12 | 101 | -9.8* | 106 | 92 | 108 | 95 | 101 | 100 |
| 24 | CCOP(=O)(OCC)OC[C@]12CC[C@@H](C)[C@H](C)C1C1=CC[C@@H]3[C@@]4(C)CCCNC(C)(C)[C@@H]4CC[C@@]3(C)[C@]1(C)CC2 (some centres not stated) | 13 | -86* | 20 | 38 | 48 | -13* | 72 | 109 |
| 25 | COc1ccc(C2NC(=O)N=C3C2C(N)=NN3c2ccccc2)cc1 (configuration not stated) | 96 | x | 101 | 90 | 103 | 88 | 106 | 100 |
| 26 | COc1ccc(/C=C/C(=O)c2ccc(NC(=O)CSc3nc4c([nH]3)c(=O)n(C)c(=O)n4C)cc2)cc1OC | 87 | 78 | 96 | 77 | 81 | 81 | 59 | 110 |
| 27 | CCC(C)n1ncc2c(N(C)C)ncnc21 (configuration not stated) | 109 | 99 | 110 | 126 | 99 | 102 | 99 | 101 |
| 28 | Cc1ccc(CNc2ccc(Cl)cc2NCc2ccc(C)c(O)c2)cc1O | 46 | 2.9* | -3.4* | 11 | 43 | 39 | 40 | 33 |
| 29 | CC(=O)Oc1csc(N(C(C)=O)c2cccc(C(F)(F)F)c2)n1 | 89 | 92 | 89 | 88 | 93 | 89 | -90* | 97 |
| 30 | CC(=O)Nc1ccc2c(c1)C(=O)c1ccc(Cl)cc1-2 | 95 | x | x | 97 | 102 | 95 | x | 95 |
| 31 | CCOC(=O)c1ccc(NC(=O)CSc2nnc(Cc3ccccc3Nc3c(Cl)cccc3Cl)n2CC)cc1 | 104 | 94 | 96 | 92 | 94 | 83 | 104 | 98 |
| 32 | C[C@H](Nc1nc(NCCc2ccccc2)nc2ccccc12)c1ccccc1 | -76* | x | -92* | -55* | x | -95* | -87* | -92* |
| 33 | O=c1nc2sc3ccc(Br)cc3cc-2s1 | 97 | 77 | 92 | 99 | 80 | 89 | 101 | 105 |
| 34 | CCOC(=O)[C@H](CSSc1ncnc2cc[nH]c12)NC(=O)[C@@H](C)c1ccc2cc(OC)ccc2c1 | 28 | 10 | 56 | 23 | 59 | 7.3* | 46 | 23 |
| 35 | COc1ccc2cc(-c3cc(OC)c(OC)c(OC)c3)c(=O)oc2c1 | 55 | 73 | 65 | 57 | 75 | 42 | 50 | 62 |
| 36 | CC(C)C(=O)OCCCOCCCOc1ccccc1 | 102 | 99 | 112 | 100 | 108 | 102 | 112 | 104 |
| 37 | O=c1oc2ccc([N+](=O)[O-])cc2cc1Br | 104 | 97 | 107 | 101 | 106 | 101 | 112 | 106 |
| 38 | COc1cc(F)c(/C=C/c2cc(/C=C/c3cc(OC)c(OC)cc3F)on2)cc1OC | 86 | 82 | 69 | 79 | 89 | 66 | 91 | 76 |
| 39 | COCCN(/N=N/c1nc[nH]c1C(N)=O)C(C)(C)C | 84 | 45 | 90 | 97 | 103 | 81 | 111 | 35 |
| 40 | COc1ccc(-c2nc(SCC(C)C)nc(N/N=C\c3cccc(Cl)c3)c2C#N)cc1 | 108 | x | 98 | 81 | 84 | 80 | 104 | 98 |
| 41 | N#Cc1c(NC(=O)Nc2ccccc2Br)sc2c1CCCCC2 | 101 | 100 | 88 | 90 | 89 | 88 | 100 | 98 |
| 42 | CCOC(=O)OCc1ccccc1 | 98 | 96 | 108 | 121 | 111 | 100 | 107 | 110 |
| 43 | Clc1ccc(OC2CCO2)cc1Cl (configuration not stated) | 105 | 100 | 108 | 82 | 108 | 105 | 94 | 111 |
| 44 | Cn1c(=O)c2c(ncn2CC(=O)Nc2ccc(S(N)(=O)=O)cc2)n(C)c1=O | x | 98 | 118 | 93 | 101 | x | 93 | 104 |
| 45 | CS(=O)(=O)Nc1ccc(C(=O)NC(C(=O)NO)c2ccc(-c3cc(F)cc(F)c3)cc2)cc1 (configuration not stated) | 104 | 90 | 101 | 79 | 102 | 91 | 105 | 116 |
| 46 | C[n+]1c2ccccc2c(-c2ccccc2)c2ccccc21 | x | 55 | 57 | 59 | 60 | x | 65 | 101 |
| 47 | CC(=O)OC[C@@]1(C)C2CC[C@]3(C)C(CC=C4C5CC(C)(C)CC[C@]5(C(=O)Nc5ccc(Br)cc5)CC[C@]43C)[C@@]2(C)C[C@@H](OC(C)=O)[C@@H]1OC(C)=O (some centres not stated) | 20 | 12 | 56 | 17 | 80 | 44 | 44 | 42 |
| 48 | CN(C(=O)COC(=O)/C=C/c1ccc([N+](=O)[O-])cc1)C1CCS(=O)(=O)C1 (configuration not stated) | 98 | 86 | 109 | 84 | x | 95 | 94 | 111 |
| 49 | COc1ccc(C(NC23CC4CC(CC(C4)C2)C3)c2nnnn2C(C)(C)CC(C)(C)C)cc1 (configuration not stated) | 80 | 84 | 86 | 76 | 105 | 75 | 101 | 91 |
| 50 | COc1ccc(-c2cc(C(=O)Nc3ncc(Cc4ccccc4)s3)c3ccccc3n2)cc1 | 105 | 88 | 107 | 103 | 88 | 92 | 93 | 99 |
| 51 | COc1ccc(OCCSc2nc3sc4c(c3c(=O)[nH]2)CCCC4)cc1 | 96 | 84 | 108 | 95 | x | 102 | 101 | 132 |
| 52 | COc1cc(/C=C\c2ccc(-c3ccc(-c4cc(OC)c(OC)c(OC)c4)cc3)cc2)cc(OC)c1OC | 100 | 109 | 96 | 108 | 102 | 101 | 112 | x |
| 53 | CCCN1C(=O)/C(=C2\SC(=N)NC2=O)c2ccccc21 | 101 | 104 | 97 | 75 | 88 | 93 | 97 | 99 |
| 54 | NC1=NC2(CS1)CSC(N)=N2 | 91 | 94 | 89 | 99 | 89 | 102 | 91 | 101 |
| 55 | O=[N+]([O-])c1ccc(CC(Cl)c2ccccn2)cc1 (configuration not stated) | 119 | 92 | 113 | 101 | 109 | 100 | x | 117 |
| 56 | Nc1ccc2[nH]c(-c3ccccc3)cc(=O)c2c1 | 80 | x | 80 | 78 | 107 | 78 | 81 | 79 |
| 57 | Clc1ccc(Cl)c(Cl)c1Cl | 98 | 96 | 116 | 102 | 104 | 93 | 121 | 122 |
| 58 | COc1ccc(/C=C/c2nc(Nc3ccc(S(=O)(=O)NC(C)=O)cc3)c3ccccc3n2)cc1 | 89 | 38 | 99 | 68 | 83 | 26 | 87 | 99 |
| 59 | O=C1Nc2ccc(Cl)cc2C12NCCc1cc(O)c(O)cc12 (configuration not stated) | 107 | 89 | 90 | 97 | 92 | 96 | 104 | 103 |
| 60 | Nc1cc(Nc2ccccc2Cl)nc(N)n1 | 86 | 97 | 94 | 104 | 99 | 96 | 109 | 106 |
| 61 | O=c1c2ccccc2nc(COc2ccccc2)n1/N=C/c1ccc(N2CCCC2)cc1 | 108 | 87 | 115 | 58 | 95 | 62 | 85 | 104 |
| 62 | CC(=O)Nc1ccc(-c2cn(-c3cccc(C(=O)Nc4cc(C(F)(F)F)cc(C(F)(F)F)c4)c3)nn2)cn1 | -4.2* | -100* | -48* | 34 | -9.6* | -46* | -40* | -39* |

18 of the compounds above, screen by screen.
[41] N#Cc1c(NC(=O)Nc2ccccc2Br)sc2c1CCCCC2
[42] CCOC(=O)OCc1ccccc1
[43] Clc1ccc(OC2CCO2)cc1Cl (configuration not stated)
[44] Cn1c(=O)c2c(ncn2CC(=O)Nc2ccc(S(N)(=O)=O)cc2)n(C)c1=O
[45] CS(=O)(=O)Nc1ccc(C(=O)NC(C(=O)NO)c2ccc(-c3cc(F)cc(F)c3)cc2)cc1 (configuration not stated)
[46] C[n+]1c2ccccc2c(-c2ccccc2)c2ccccc21
[47] CC(=O)OC[C@@]1(C)C2CC[C@]3(C)C(CC=C4C5CC(C)(C)CC[C@]5(C(=O)Nc5ccc(Br)cc5)CC[C@]43C)[C@@]2(C)C[C@@H](OC(C)=O)[C@@H]1OC(C)=O (some centres not stated)
[48] CN(C(=O)COC(=O)/C=C/c1ccc([N+](=O)[O-])cc1)C1CCS(=O)(=O)C1 (configuration not stated)
[49] COc1ccc(C(NC23CC4CC(CC(C4)C2)C3)c2nnnn2C(C)(C)CC(C)(C)C)cc1 (configuration not stated)
[50] COc1ccc(-c2cc(C(=O)Nc3ncc(Cc4ccccc4)s3)c3ccccc3n2)cc1

compound no.	41	42	43	44	45	46	47	48	49	50
UACC-257	101	98	105	x	104	x	20	98	80	105
LOX IMVI	100	96	100	98	90	55	12	86	84	88
MALME-3M	88	108	108	118	101	57	56	109	86	107
T-47D	90	121	82	93	79	59	17	84	76	103
HS 578T	89	111	108	101	102	60	80	x	105	88
UACC-62	88	100	105	x	91	x	44	95	75	92
BT-549	100	107	94	93	105	65	44	94	101	93
SK-MEL-2	98	110	111	104	116	101	42	111	91	99

[51] COc1ccc(OCCSc2nc3sc4c(c3c(=O)[nH]2)CCCC4)cc1
[52] COc1cc(/C=C\c2ccc(-c3ccc(-c4cc(OC)c(OC)c(OC)c4)cc3)cc2)cc(OC)c1OC
[53] CCCN1C(=O)/C(=C2\SC(=N)NC2=O)c2ccccc21
[54] NC1=NC2(CS1)CSC(N)=N2
[55] O=[N+]([O-])c1ccc(CC(Cl)c2ccccn2)cc1 (configuration not stated)
[56] Nc1ccc2[nH]c(-c3ccccc3)cc(=O)c2c1
[57] Clc1ccc(Cl)c(Cl)c1Cl
[58] COc1ccc(/C=C/c2nc(Nc3ccc(S(=O)(=O)NC(C)=O)cc3)c3ccccc3n2)cc1

compound no.	51	52	53	54	55	56	57	58
UACC-257	96	100	101	91	119	80	98	89
LOX IMVI	84	109	104	94	92	x	96	38
MALME-3M	108	96	97	89	113	80	116	99
T-47D	95	108	75	99	101	78	102	68
HS 578T	x	102	88	89	109	107	104	83
UACC-62	102	101	93	102	100	78	93	26
BT-549	101	112	97	91	x	81	121	87
SK-MEL-2	132	x	99	101	117	79	122	99
